High-throughput results from PubChem BioAssay.
TRPC4 potent – allosterically enhances the mouse TRPC4 cation channel; Q9QUQ5; actives 0.42% (n = 310,000); B-score at 10 µM; HEK293 TRPC4beta/mu-opioid, DAMGO EC20, Fluo-4 Ca2+ flux; active compounds read high; AID 2227;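 active means B-score of calcium response area above 5 SD of library B-scores, with initial fluorescence ratio within 5 SD of library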;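 further: B-score of integrated fluorescence ratio over time as area under calcium response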
TRPC6 inhibitor – mouse TRPC6 channel inhibition; Q61143; HEK293-TRPC6, membrane potential dye, ACh-evoked depolarization; active compounds read low; B-score at 10 µM; actives 1.1% (n = 310,000); AID 2553;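 active means B-score under library mean minus 3 SD, initial fluorescence not abnormally high, positive integrated signal ratio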;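 further: B-score derived from integrated fluorescence ratio over the kinetic read; more negative B-score means stronger inhibition of depolarization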
MrgX1 agonist – human MrgX1 receptor agonism, primary screen; MrgX1-HEK293 cells, Fluo-4 calcium fluorescence, agonist mode; active compounds read high; B-score at 10 µM; actives 0.44% (n = 310,000);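 active means calcium response B-score plate-corrected fluorescence ratio at least 3 library SD, with starting fluorescence B-score inside 5 SD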
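Test system: HEK293 cells stably expressing human MrgX1 receptor; amount: 15,000 cells per well; doses: compound delivered in addition one of three; times: overnight plating before 1 h dye loading; detection: Fluo-4 NW calcium-flux fluorescence, kinetic read; read-out basis: B-scored fluorescence response ratio; controls: positive and negative controls per plate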
MrgX1 antagonist – antagonists of human MrgX1 receptor | actives 1.3% (n = 310,000) | MRGX1-HEK293 calcium flux, Fluo-4, BAM8-22 antagonism; active compounds read low | B-score at 10 µM | AID 588676;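 active means calcium-response B-score plate-corrected more than 3 library SD below zero, starting fluorescence within 5 deviations, no agonist response on first addition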;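 further: peak minus trough fluorescence over baseline after final BAM8-22 challenge near maximal dose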
TRPC6 act – mouse TRPC6 channel activation; Q61143; HEK293-TRPC6 membrane potential dye fluorescence; active compounds read high; B-score at 10 µM; actives 0.13% (n = 310,000); AID 2550;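 active means B-score of the integrated fluorescence ratio above library mean plus 3 SD, and starting fluorescence ratio within library mean plus 5 SD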;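 further: higher score means more depolarization so channel activation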
TMEM16A act – mouse TMEM16A channel activation, primary screen | HEK293 TMEM16A/YFP-H148Q/I152L, iodide quench fluorescence; active compounds read low | B-score at 10 µM | actives 0.3% (n = 340,000) | AID 623877;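 active means fluorescence-ratio B-score plate-corrected deviation score at least 3 library SD below zero, with starting fluorescence score within 5 deviations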;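 further: channel opened by trigger with iodide after compound preincubation; score built on the fluorescence ratio of max minus min over baseline; more negative score means more quench and so TMEM16A activation or potentiation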
Target sequence (Q8BHY3 whole entry, looked up): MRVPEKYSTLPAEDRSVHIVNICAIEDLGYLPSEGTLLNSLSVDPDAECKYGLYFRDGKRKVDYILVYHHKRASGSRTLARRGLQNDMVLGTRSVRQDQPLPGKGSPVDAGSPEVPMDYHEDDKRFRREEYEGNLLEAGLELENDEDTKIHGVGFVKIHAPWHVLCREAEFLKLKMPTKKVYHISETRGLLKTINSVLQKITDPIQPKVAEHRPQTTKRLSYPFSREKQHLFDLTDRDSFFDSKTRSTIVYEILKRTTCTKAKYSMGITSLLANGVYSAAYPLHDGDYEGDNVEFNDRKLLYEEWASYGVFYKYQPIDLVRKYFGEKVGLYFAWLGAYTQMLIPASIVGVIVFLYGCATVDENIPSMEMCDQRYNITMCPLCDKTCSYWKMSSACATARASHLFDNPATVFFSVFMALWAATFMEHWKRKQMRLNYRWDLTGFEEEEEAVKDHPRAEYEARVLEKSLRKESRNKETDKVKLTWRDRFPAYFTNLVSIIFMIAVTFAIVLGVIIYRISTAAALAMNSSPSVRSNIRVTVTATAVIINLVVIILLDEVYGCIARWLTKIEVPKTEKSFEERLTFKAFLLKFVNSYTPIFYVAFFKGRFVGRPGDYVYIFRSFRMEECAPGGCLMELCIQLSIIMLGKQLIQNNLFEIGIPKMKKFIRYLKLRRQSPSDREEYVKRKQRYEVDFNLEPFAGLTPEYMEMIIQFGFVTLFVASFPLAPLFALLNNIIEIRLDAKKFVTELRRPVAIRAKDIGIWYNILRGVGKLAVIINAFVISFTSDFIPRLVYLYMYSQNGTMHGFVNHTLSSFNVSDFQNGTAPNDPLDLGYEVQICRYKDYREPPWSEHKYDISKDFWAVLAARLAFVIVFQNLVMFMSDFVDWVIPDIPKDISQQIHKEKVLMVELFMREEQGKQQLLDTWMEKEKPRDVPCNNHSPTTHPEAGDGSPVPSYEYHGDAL
TRPC4 agonist – TRPC4 (mouse) channel activation | AID 2237 | HEK293 TRPC4beta/mu-opioid, Fluo4 calcium fluorescence; active compounds read high | actives 0.49% (n = 310,000) | Q9QUQ5 | B-score at 10 µM;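 active means B-score above 5 SD of library B-scores, and initial fluorescence ratio not above library mean plus 5 SD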;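 further: positive B-score marks a calcium rise read as TRPC4 activation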
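Material: HEK293 stable line with TRPC4beta plus mu-opioid receptor; technique: Fluo4 calcium-sensitive dye fluorescence, kinetic, 1 Hz baseline; timing: Fluo4 dye loading 45 min at room temperature, 110 s recording; controls: assay buffer as low control, maximal DAMGO as high control; read-out: integrated baseline-normalised fluorescence ratio, converted to per-well B score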
TRPC4 block – TRPC4 (mouse) channel inhibition | AID 2247 | HEK293 TRPC4beta/mu-opioid, DAMGO-evoked Fluo4 calcium flux; active compounds read low | actives 0.39% (n = 300,000) | Q9QUQ5 | B-score at 10 µM;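 active means B-score over 3 SD under the library average, no early fluorescence shift, positive overall ratio signal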
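material = TRPC4beta/mu-opioid receptor HEK293 cell line | probe or stimulus = sequential submaximal and maximal DAMGO stimulation | compound dosing = one concentration per compound | measured by = Fluo4 Ca2+ flux fluorescence | evaluation = integrated fluorescence ratio relative to baseline, converted to per-well B score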
RGS4 block – human RGS4 inhibition; HEK293 M3R/RGS4 inducible, Fluo-4 calcium flux; active compounds read high; triggered by carbachol at its EC20; B-score at 10 µM; actives 0.45% (n = 310,000); AID 463165;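 active means B-score, a plate-corrected calcium signal, over three deviations above library mean, with baseline fluorescence within five deviations of library mean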;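 further: RGS4 expression induced by doxycycline in cells with stable M3 receptor; B-score is computed from the integrated fluorescence ratio over baseline after carbachol; higher B-score means a larger calcium signal and so more RGS4 inhibition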
ANO1 block – inhibitors of mouse TMEM16A calcium-activated chloride channel; Q8BHY3; HEK293 TMEM16A/YFP iodide influx fluorescence, ionomycin; normalized B-score (activity score, 25-100; higher = stronger inhibition) at 10 µM; actives 1.2% (n = 310,000); AID 588511;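 active means ratio plate-corrected score three or more library SD toward inhibition, starting fluorescence score within five deviations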;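 further: score derived from kinetic fluorescence span divided by baseline fluorescence per well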
MrgX1 allo act – human MrgX1 positive allosteric modulation, primary screen; actives 0.63% (n = 310,000); MrgX1-HEK293, Fluo-4 calcium flux, FDSS; active compounds read high; Q96LB2; AID 588675; B-score at 10 µM;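 active means plate-corrected calcium response at least 3 library SD above typical, normal starting fluorescence, not activating the receptor alone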;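 further: compound read alongside a low EC10 to EC30 dose of BAM8-22 agonist; peak minus trough fluorescence over baseline measured at the second addition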
* hit, by the source's call; i = inactive; . = no result given.

Short forms – A = TRPC4 potent; B = TRPC6 inhibitor; C = MrgX1 agonist; D = MrgX1 antagonist; E = TRPC6 act; F = TMEM16A act; G = TRPC4 agonist; H = TRPC4 block; I = RGS4 block; J = ANO1 block; K = MrgX1 allo act
> O=C(N/C(=C\c1ccc([N+](=O)[O-])cc1)C(=O)N1CCOCC1)c1cccc(Br)c1
  A: i	B: i	C: i	D: i	E: i	F: i	G: i	H: i	I: i	J: i	K: i

> O=C(N1CCOCC1)N(Cc1cccs1)C1CCCC1
  A: .	B: .	C: i	D: i	E: .	F: i	G: .	H: .	I: .	J: i	K: i

> O=C(NCc1cccc(C(F)(F)F)c1)C1CCN(c2ncccn2)CC1
  A: i	B: i	C: i	D: i	E: i	F: i	G: i	H: i	I: i	J: i	K: i

> CCOc1cccc(-c2cc(-c3n[nH]c(=S)n3CC)c3ccccc3n2)c1
  A: i	B: i	C: i	D: i	E: i	F: i	G: i	H: i	I: i	J: i	K: i

> O=C(NN1C(=O)c2ccccc2C1=O)c1ccc2c(c1)C(=O)N(CC1CCCO1)C2=O (configuration not stated)
  A: i	B: i	C: i	D: i	E: i	F: i	G: i	H: i	I: i	J: i	K: i

> Cc1cccnc1NC(=O)Cn1nc([N+](=O)[O-])cc1C
  A: i	B: i	C: i	D: i	E: i	F: i	G: i	H: i	I: i	J: i	K: i

> COc1cccc(C(CNC(=O)C(c2ccccc2)c2ccccc2)N(C)C)c1 (configuration not stated)
  A: i	B: i	C: i	D: i	E: i	F: i	G: i	H: -6*	I: i	J: i	K: i

> CC(C)C(OC(=O)c1cccs1)C(=O)NCc1ccccc1 (configuration not stated)
  A: i	B: i	C: i	D: i	E: i	F: i	G: i	H: i	I: i	J: i	K: i

> Cc1cccc(N2C(=O)C(Oc3ccc(Cl)cc3Cl)C2C(=O)O)c1C (configuration not stated)
  A: i	B: i	C: i	D: i	E: i	F: i	G: i	H: i	I: i	J: i	K: i

> Cc1cccc(-n2c(=O)c3c(C)c(C)sc3n(CC(N)=O)c2=O)c1
  A: i	B: i	C: i	D: i	E: i	F: i	G: i	H: i	I: i	J: i	K: i

Eight structures already listed, sorted by length of the SMILES, largest number first:
Short forms – A = TRPC4 potent; B = TRPC6 inhibitor; C = MrgX1 agonist; D = MrgX1 antagonist; E = TRPC6 act; F = TMEM16A act; G = TRPC4 agonist; H = TRPC4 block; I = RGS4 block; J = ANO1 block; K = MrgX1 allo act
> O=C(N/C(=C\c1ccc([N+](=O)[O-])cc1)C(=O)N1CCOCC1)c1cccc(Br)c1
  A: i	B: i	C: i	D: i	E: i	F: i	G: i	H: i	I: i	J: i	K: i

> O=C(NN1C(=O)c2ccccc2C1=O)c1ccc2c(c1)C(=O)N(CC1CCCO1)C2=O (configuration not stated)
  A: i	B: i	C: i	D: i	E: i	F: i	G: i	H: i	I: i	J: i	K: i

> CCOc1cccc(-c2cc(-c3n[nH]c(=S)n3CC)c3ccccc3n2)c1
  A: i	B: i	C: i	D: i	E: i	F: i	G: i	H: i	I: i	J: i	K: i

> COc1cccc(C(CNC(=O)C(c2ccccc2)c2ccccc2)N(C)C)c1 (configuration not stated)
  A: i	B: i	C: i	D: i	E: i	F: i	G: i	H: -6*	I: i	J: i	K: i

> Cc1cccc(N2C(=O)C(Oc3ccc(Cl)cc3Cl)C2C(=O)O)c1C (configuration not stated)
  A: i	B: i	C: i	D: i	E: i	F: i	G: i	H: i	I: i	J: i	K: i

> O=C(NCc1cccc(C(F)(F)F)c1)C1CCN(c2ncccn2)CC1
  A: i	B: i	C: i	D: i	E: i	F: i	G: i	H: i	I: i	J: i	K: i

> Cc1cccnc1NC(=O)Cn1nc([N+](=O)[O-])cc1C
  A: i	B: i	C: i	D: i	E: i	F: i	G: i	H: i	I: i	J: i	K: i

> CC(C)C(OC(=O)c1cccs1)C(=O)NCc1ccccc1 (configuration not stated)
  A: i	B: i	C: i	D: i	E: i	F: i	G: i	H: i	I: i	J: i	K: i

More records.
Short forms – A = TRPC4 potent; B = TRPC6 inhibitor; C = MrgX1 agonist; D = MrgX1 antagonist; E = TRPC6 act; F = TMEM16A act; G = TRPC4 agonist; H = TRPC4 block; I = RGS4 block; J = ANO1 block; K = MrgX1 allo act
> C/C(Cl)=C/Cn1c(SCc2ccc(Cl)cc2)nc2c1c(=O)[nH]c(=O)n2C
  A: i	B: i	C: .	D: .	E: i	F: i	G: i	H: i	I: i	J: .	K: .

> Cc1ccc(-c2c3c(=O)n(C)c(=O)n(C)c3cn2-n2cnnc2)cc1
  A: i	B: i	C: i	D: i	E: i	F: i	G: i	H: i	I: i	J: i	K: i

> CCN(CC)Cc1cc(C(C)=O)ccc1O
  A: i	B: i	C: i	D: i	E: i	F: i	G: i	H: i	I: i	J: i	K: i

> Cc1ccc(NC(=S)Nc2ccc3[nH]c(=O)[nH]c3c2)cc1C
  A: i	B: i	C: i	D: i	E: i	F: i	G: i	H: i	I: i	J: i	K: i

> Oc1ccc(Br)cc1/C=N/Nc1nc(N2CCCCC2)nc(N2CCOCC2)n1
  A: i	B: i	C: i	D: i	E: i	F: .	G: i	H: i	I: i	J: i	K: i

> COC(=O)N1C(=O)[C@@](c2ccc(OC)cc2)(C(C)C)N1C(=O)OC
  A: i	B: i	C: i	D: i	E: i	F: i	G: i	H: i	I: i	J: i	K: i

> CC(Sc1nc2c(c(=O)[nH]1)CCCC2)C(=O)Nc1ccc(Br)cn1 (configuration not stated)
  A: i	B: i	C: i	D: i	E: i	F: i	G: i	H: i	I: i	J: i	K: i

> CCn1ncc(Br)c1C(=O)NC1CCCCCCC1
  A: i	B: i	C: i	D: i	E: i	F: i	G: i	H: i	I: i	J: i	K: i

> Cc1cc(C)nc(NC(=O)c2ccc(OC(C)C)cc2)n1
  A: i	B: i	C: i	D: i	E: i	F: i	G: i	H: i	I: i	J: i	K: i

> NC(=O)c1c(NC(=O)c2cccnc2)sc2c1CCCCC2
  A: i	B: i	C: i	D: i	E: i	F: i	G: i	H: i	I: i	J: i	K: i

> COc1ccc(-n2c(Cc3cccn3C)nnc2SCC(=O)N2CCCC2)cc1
  A: i	B: i	C: i	D: i	E: i	F: i	G: i	H: i	I: i	J: i	K: i

> O=C(Nc1ccc2c(c1)OCO2)c1ccc(Cl)cc1Cl
  A: i	B: i	C: i	D: i	E: i	F: i	G: i	H: i	I: i	J: i	K: i

> O=C(C1CCCO1)N(c1cccc(Cl)c1)C1C=CS(=O)(=O)C1 (configuration not stated)
  A: i	B: i	C: i	D: i	E: i	F: i	G: i	H: i	I: i	J: i	K: i
